Source: PubChem BioAssay
Mdm2 ligase inh – MDM2-luciferase reporter signal enhancers, primary screen, MDM2 E3 ligase inhibitor project, cell-based, luminescence, 1536-well. E3 ubiquitin-protein ligase Mdm2 (Homo sapiens), Q00987. cell-based MDM2 ubiquitination luciferase reporter, 2 h; 0 = plate control, 100 = twice control, blank-subtracted. signal enhancement, % at 5 µM. 210,000 compounds, 0.11% hits. AID 1230, 2008;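 active = signal enhancement of 30% or more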;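 note: luminescence tracks abundance of the self-degrading MDM2-luciferase fusion protein; higher signal means inhibition of MDM2 E3 ligase activity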
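Timing – 2 h compound exposure at 37 °C · Assay system – mammalian cells stably expressing self-ubiquitinating, self-degrading MDM2 E3–luciferase fusion · Amount – 2000 cells seeded into each well · Measure – % luminescence enhancement versus blank-corrected plate control mean · Measured by – SteadyLite luminescence, 15 min reagent step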
Runt-SMMHC FRET – inhibitors of RUNX1 Runt–CBFb-SMMHC binding, primary screen, biochemical, FRET, Cerulean-Runt, Venus-CBFb-SMMHC, uHTS | Cerulean-Runt/Venus-CBFb-SMMHC FRET ratio 530/480, 1 h | inhibition, % at 20 µM | 220,000 compounds, 0.74% hits | AID 1434, 2008;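 active = mean inhibition across duplicate retests at 20 µM reaching about 50%, limit read from the data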;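 note: 0% = DMSO wells and 100% = wells with excess untagged CBFb-SMMHC; inhibitors lower the FRET ratio by blocking Runt binding to CBFb-SMMHC; some results filed as inactive read as strong as hits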
p47phox inh – p47phox/p22phox peptide binding inhibitors, primary screen, biochemical, uHTS, NADPH oxidase regulatory subunit; 220,000 compounds, 0.53% hits; Neutrophil cytosol factor 1 (Homo sapiens), P14598; fluorescence polarization, 2 h; inhibition, % at 24.7 µM;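 active = inhibition above about 30%, limit read from the data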;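 note: 0% = p47phox with labelled peptide and 100% = labelled peptide alone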
Target sequence (P14598 whole entry, looked up): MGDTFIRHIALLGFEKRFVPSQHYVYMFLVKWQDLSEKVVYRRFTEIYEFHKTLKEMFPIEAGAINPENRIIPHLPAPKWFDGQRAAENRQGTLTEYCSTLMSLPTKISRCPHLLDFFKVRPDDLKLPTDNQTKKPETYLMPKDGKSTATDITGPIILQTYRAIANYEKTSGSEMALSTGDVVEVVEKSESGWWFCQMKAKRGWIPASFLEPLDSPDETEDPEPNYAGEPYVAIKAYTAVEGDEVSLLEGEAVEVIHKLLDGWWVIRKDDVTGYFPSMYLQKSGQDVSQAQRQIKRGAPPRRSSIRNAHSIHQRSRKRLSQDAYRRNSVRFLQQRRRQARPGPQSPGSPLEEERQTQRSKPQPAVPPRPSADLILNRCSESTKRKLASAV
CHOP inhibitor – inhibitors of CHOP promoter induction, primary screen, cell-based, unfolded protein response, luciferase reporter; CHO-K1 CHOP-promoter luciferase, tunicamycin-induced, 15-18 h; inhibition, % at 10 µM; 220,000 compounds, 3.8% hits;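 active = compounds that reduced the stress-induced luciferase reporter signal by more than about 70% of percent inhibition, limit read from the data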;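 note: 0% = tunicamycin plus vehicle and 100% = wells without tunicamycin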
TNF necrop inh – inhibitors of TNF-alpha triggered necroptosis, primary screen, cell-based, Jurkat FADD-/-, single concentration. activation (protection from cell death), % at 10 µM. Jurkat FADD-/- TNF necroptosis rescue, ATP luminescence, 24 h; 0 = TNF only, 100 = no-TNF cells. 220,000 compounds, 0.068% hits;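 active = activation, meaning protection from cell death, of at least 50% relative to plate controls; inactive = activation below 50%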;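 note: necroptosis triggered by 40 ng/mL TNF-alpha added together with compound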
PPC-1+TRAIL kill – compounds killing PPC-1 cancer cells with TRAIL present, primary screen, TRAIL potentiator project, ATPLite luminescence, uHTS | cell killing (% activity), % at 4 µM | AID 1443, 2008 | 220,000 compounds, 0.41% hits | PPC-1 cells + TRAIL, ATPLite viability luminescence;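 active = cell killing above 50% in the first pass at 4 µM, then a duplicate retest at 5 µM averaging 50% or more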;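 note: plate controls were cells with TRAIL plus DMSO for no effect and medium-only wells lacking cells for full effect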
EBV gp42 inh – Epstein-Barr virus gp42 inhibitors, primary screen, biochemical, uHTS, fluorescence polarization | Fluorescence polarization binding assay, mP read-out | Glycoprotein 42 (Epstein-Barr virus (strain AG876)), Q1HVG2 | inhibition, % (tested at 21.74 µM) | AID 1085, 2008 | 220,000 compounds, 0.42% hits; in the data active = inhibition above about 50%
TRPML3 agonist – human TRPML3 channel agonists, primary screen, cell-based, HEK293 TRPML3-YFP, Fluo-8 calcium fluorescence, 3 µM. activation, % at 3 µM. Mucolipin-3 (Homo sapiens), Q8TDD5. 100% = the carbachol control signal. AID 1448, 2008. 220,000 compounds, 0.29% hits;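 active = activation above its plate's cutoff, the mean activation of the plate's test wells plus 3 SD, cut at about 12% in these data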;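 note: 0% = DMSO only wells and 100% = carbachol wells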
Target sequence (Q8TDD5 whole entry, looked up): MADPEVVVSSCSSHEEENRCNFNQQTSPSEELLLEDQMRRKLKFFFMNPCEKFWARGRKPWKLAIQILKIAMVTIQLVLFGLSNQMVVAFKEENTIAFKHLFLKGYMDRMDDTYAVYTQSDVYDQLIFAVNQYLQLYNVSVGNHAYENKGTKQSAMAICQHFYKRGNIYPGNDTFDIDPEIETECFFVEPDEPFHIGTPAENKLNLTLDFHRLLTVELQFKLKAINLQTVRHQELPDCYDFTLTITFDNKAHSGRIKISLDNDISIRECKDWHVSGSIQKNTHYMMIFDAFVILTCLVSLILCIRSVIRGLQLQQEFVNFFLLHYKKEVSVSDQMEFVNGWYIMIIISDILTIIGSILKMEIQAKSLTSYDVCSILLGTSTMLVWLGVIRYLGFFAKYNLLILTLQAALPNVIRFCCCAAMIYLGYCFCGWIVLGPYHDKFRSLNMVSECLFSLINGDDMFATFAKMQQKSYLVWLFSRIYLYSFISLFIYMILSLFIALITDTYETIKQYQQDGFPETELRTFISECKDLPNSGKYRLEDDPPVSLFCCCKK
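Material: TRPML3-YFP stable HEK293 cells | Dosing: One concentration, 3 µM nominal, 0.3% DMSO | Timing: 125 s total fluorescence read per well | Technique: Fluo-8 calcium dye fluorescence, ex 470-495, em 515-575 nm | Measure: Percent activation from peak-to-basal fluorescence ratio, scaled between DMSO and carbachol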
TRPN1 ag – zebrafish TRPN1 channel agonists, primary screen, cell-based, HEK293, calcium fluorescence; transient receptor potential cation channel N1 (TRPN1/NompC), Danio rerio; HEK293 zebrafish TRPN1-YFP, Fluo-8 calcium fluorescence; 100% = response to 87 µM carbachol; activation, % at 3 µM; 220,000 compounds, 0.18% hits;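 active = activation above its plate's cutoff, the mean activation of test wells on that plate plus 3 SD, cut at about 19% in these data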;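 note: 0% = DMSO alone and 100% = 87 µM carbachol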
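Assay system: Zebrafish TRPN1-YFP in HEK293 cells | Incubation: Dye loading 1 h at 37 °C, then 30 min room temperature | Measured by: Kinetic Fluo-8 fluorescence, ex 470-495, em 515-575 nm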
* = called active by the depositor; . = not tested or not shown; [ ] = another dose, or the depositor's remark. An unsorted share of the library (roughly 5.9% active in at least one column).

mol	Mdm2 ligase inh	Runt-SMMHC FRET	p47phox inh	CHOP inhibitor	TNF necrop inh	PPC-1+TRAIL kill	EBV gp42 inh	TRPML3 agonist	TRPN1 ag
CCOc1ccc(OCC)c(NC(=O)CN(C)S(=O)(=O)c2ccc3nc(C)sc3c2)c1	-3	0	-8	40	-2.7	-14	6	-1.9	-2.0
O=C(Nc1cccc([N+](=O)[O-])c1)C(=O)N1CCCCC1	-17	-2	0	-2	1.8	9	-5	0.7	1.6
COc1ccc(C2=NN(C(=O)CCCC(=O)O)C(c3cccs3)C2)cc1OC (centres undefined)	-6	1	-11	0	-0.8	10	-13	0.2	1.8
Clc1ccc(-c2cn3c(n2)-c2ccccc2C3)cc1Cl	-20	2	-9	56	0.6	18	-2	0.1	1.0
CCOc1c(C(N)=O)cc([N+](=O)[O-])cc1[N+](=O)[O-]	-5	3	-7	32	0.5	2	-11	0.9	1.2
CCCC(=O)N1CCN(c2ccc(NC(=O)c3cccs3)cc2)CC1	-8	-2	-12	-2	4.6	1	-28	0.5	0.1
CC1CCN(S(=O)(=O)c2ccc(N=NC3=C(O)CC(C)(C)CC3=O)cc2)CC1	7	-8	1	17	1.9	21	-8	0.7	1.0
O=[N+]([O-])c1cc(/C=N/n2c(-c3cccnc3)n[nH]c2=S)ccc1Cl	-10	5	-1	-89	-1.0	16	-9	-0.2	-0.8
COC(=O)CCN(C(=O)c1cccc(OC(C)=O)c1)c1ccccn1	-1	-2	-39	-10	-0.6	-2	2	0.4	-0.2
CN(Cc1ccccc1)C(=O)c1ccc2c(c1)NC(=O)C(N1CCOCC1)S2 (centres undefined)	-7	0	1	7	-0.9	15	3	0.9	0.0
Cc1ccc(-c2cc(=O)c3cc(C)ccc3[nH]2)cc1	.	-1	-4	22	-11	79*[5 µM]	-27	0.6	0.4
Cc1ccccc1NC(=O)Cn1nnc(S(=O)(=O)c2ccc(C(C)(C)C)cc2)c1N	.	2	1	28	-0.3	-9	8	3.5	8.0
Clc1cc(Cl)c(OCc2nc(-c3ccccn3)no2)cc1Cl	-48	-5	-7	96*	-1.7	15	-13	0.4	2.3
COc1ccccc1C1/C(=C(/O)c2ccccc2)C(=O)C(=O)N1CC(C)C (centres undefined)	-4	8	-5	-3	-0.6	35	-6	0.2	1.4
COc1ccc(Cl)cc1NC(=O)CCCN1C(=O)CCC1=O	-17	1	-10	24	-1.3	-18	-13	0.2	-0.6
CCC1CCCCN1C(=O)CCc1nnc(Cc2cc(OC)ccc2OC)o1 (centres undefined)	-18	-4	3	-7	1.5	-3	-16	-0.8	-0.9
ON=Cc1cccn1-c1ccccc1	4	-3	-23	43	-1.6	15	-21	-0.4	-0.1
Nn1c(-c2ccc(O)cc2)nnc1-c1ccc(O)cc1	.	0	-1	-9	2.8	-11	-13	0.8	2.0
CCOc1ccc2[nH]c(=O)c(CN(Cc3nnnn3Cc3ccco3)C3CCCCC3)cc2c1	-10	-24	-14	57	-8.4	26	-12	-0.2	1.1
CCn1c(=S)[nH]c2c(c1=O)C(C)(C)Cc1ccccc1-2	1	2	-21	-13	-1.0	19	2	0.6	-0.8
Cn1cccc1Cc1nnc(SCC(=O)Nc2nc3ccccc3s2)n1CCc1ccccc1	-16	16	-16	95*	1.1	13	-11	-0.8	-0.5
O=C(NCc1cccs1)C1CC(c2ccc(Cl)cc2)=NO1 (centres undefined)	0	-2	-3	15	-0.1	9	-15	0.7	1.0
COc1ccc(NC(=O)CN2CCN(CC(=O)Nc3ccc4c(c3)OCO4)CC2)cc1	-10	0	-21	9	1.4	21	-10	-0.3	1.2
Cn1ncc(Br)c1C(=O)NC1C2CC3CC(C2)CC1C3 (centres undefined)	-11	0	-3	-12	-0.9	16	-13	-1.1	-1.6
CN1c2ccsc2C(=O)/C(=C\Nc2cccc(C(F)(F)F)c2)S1(=O)=O	1	-8	-9	-3	-4.3	11	-1	1.7	-0.7
COc1ccc(S(=O)(=O)N2CCN(C(=O)COc3ccc4c(C)cc(=O)oc4c3)CC2)cc1	-6	2	3	35	-5.1	4	-12	0.1	-0.2
Cc1nnc2n(Cc3ccccc3)c(=O)c3c4c(sc3n12)COC(C)(C)C4	-8	4	-1	-7	-1.6	25	-6	0.5	0.1
Cc1sc(-c2ccccn2)nc1OC(=O)c1ccc(Cl)cc1	-5	-11	-1	51	1.6	8	-1	0.8	0.9
COc1ccc(-n2c(N)c(C(=O)NCC3CCCO3)sc2=S)cc1 (centres undefined)	8	-3	-30	6	-0.7	10	-8	0.6	0.2
CC(Cc1ccccc1)NC(=O)C1CCCNC1=O (centres undefined)	-12	-2	-10	27	0.2	8	-3	-0.2	-0.4

Whole records, looked up by structure:
COc1ccc(-n2c(N)c(C(=O)NCC3CCCO3)sc2=S)cc1 (centres undefined) as listed: Mdm2 ligase inh = 8; Runt-SMMHC FRET = -3; p47phox inh = -30; CHOP inhibitor = 6; TNF necrop inh = -0.7; PPC-1+TRAIL kill = 10; EBV gp42 inh = -8; TRPML3 agonist = 0.6; TRPN1 ag = 0.2
COc1ccc(S(=O)(=O)N2CCN(C(=O)COc3ccc4c(C)cc(=O)oc4c3)CC2)cc1 as listed: Mdm2 ligase inh = -6; Runt-SMMHC FRET = 2; p47phox inh = 3; CHOP inhibitor = 35; TNF necrop inh = -5.1; PPC-1+TRAIL kill = 4; EBV gp42 inh = -12; TRPML3 agonist = 0.1; TRPN1 ag = -0.2
Cn1ncc(Br)c1C(=O)NC1C2CC3CC(C2)CC1C3 (centres undefined) as listed: Mdm2 ligase inh = -11; Runt-SMMHC FRET = 0; p47phox inh = -3; CHOP inhibitor = -12; TNF necrop inh = -0.9; PPC-1+TRAIL kill = 16; EBV gp42 inh = -13; TRPML3 agonist = -1.1; TRPN1 ag = -1.6

Continued:
mol	Mdm2 ligase inh	Runt-SMMHC FRET	p47phox inh	CHOP inhibitor	TNF necrop inh	PPC-1+TRAIL kill	EBV gp42 inh	TRPML3 agonist	TRPN1 ag
CCC(C(=O)NCc1ccco1)N(C(=O)CNS(=O)(=O)c1ccccc1)c1ccc(OC)cc1 (centres undefined)	-33	-7	1	17	-0.3	16	14	0.8	-1.4
COc1ccc(CCNC(=O)C2CCN(S(=O)(=O)c3ccc(-n4cnnn4)cc3)CC2)cc1OC	-12	0	-1	-1	0.5	0	-24	0.4	-0.6
Cc1cc(NS(=O)(=O)c2ccc(-c3ccccc3)cc2)no1	-5	-3	-4	12	1.0	21	-19	-0.5	-0.1
CCCc1nc2sc3ccccc3c(=O)c2c(=O)n1Cc1ccco1	-2	-11	-8	-19	0.5	9	-2	-0.1	-1.9
O=C(NCc1ccncc1)C(=O)NCC(c1ccccc1)c1ccccc1	-3	-5	3	-5	0.1	24	-7	-0.4	-2.1
COc1cccc(Nc2nnc(SCC(=O)N3CC(C)OC(C)C3)s2)c1 (centres undefined)	-19	-5	-11	21	-0.5	46	-15	2.3	0.1
O=c1[nH][nH]cc1C=NCc1cccc(C(F)(F)F)c1	7	-4	-15	14	0.2	-10	-10	0.9	1.6
Nc1nc(Cl)cc(Sc2ccc3ccccc3c2)n1	-3	4	-19	-16	-17	-6	-10	-0.8	0.1
CCC(=O)NCCCCCCCCCNC(=O)CC	1	-4	4	23	1.1	19	-8	1.3	0.9
O=C(NCc1cccnc1)C(=O)NCC(c1ccco1)N1CCOCC1 (centres undefined)	-2	-1	-3	18	0.2	-4	-9	1.1	1.5
NC(=O)CC(NC(=O)c1cccc(Br)c1)c1ccc(NCCN2CCOCC2)c([N+](=O)[O-])c1 (centres undefined)	19	-4	-10	16	0.0	14	-21	.	.
Cc1c(C(=O)NCc2cccs2)oc2ccccc12	-18	-5	-5	6	-0.9	0	12	-1.4	-2.2
CCOC(=O)CN=C(NS(=O)(=O)c1ccc(Cl)cc1)c1ccccc1	-7	1	7	12	-0.1	15	-8	0.4	-0.6
CCOc1ccccc1NC(=O)Nc1ccccn1	-12	0	-1	40	-0.5	4	-11	-0.9	-2.3
Nc1nc2ccc(O)cc2s1	-8	2	1	-2	2.8	-7	-7	-0.7	0.2
